Screens as filed in PubChem BioAssay.
Neddylation inh = blocks human cullin neddylation; calls only at 25 µM; hit rate 0.58% among 360,000; TR-FRET cullin neddylation, biochemical; AID 651699; in the data active = inhibition above about 36%
NadD inh = inhibitors of Staphylococcus aureus NadD | inhibition, % at 20 µM | purified NadD enzyme, colorimetric absorbance read-out | AID 602399 | hit rate 0.78% among 360,000; in the data active = inhibition above about 26%; note: some compounds past the cut are filed as inactive
MT1-MMP act inh = inhibitors of human MT1-MMP activation; P50281; HT1080 RFP-PRO-GFP cells, GFP/RFP ratio fluorescence, overnight; percent of plate control window, DMSO zero; hit rate 0.061% among 360,000; GFP/RFP ratio change, % at 20 µM;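 active = GFP/RFP ratio change of at least 30% with cell ATP level not reduced by more than half and red fluorescence within 50% of control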; note: strong numbers were not always called active
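Compound: 20 µM single dose, 1% DMSO / System: HT1080 RFP-PRO-GFP cells / Controls: DMSO and RFP-L50D-GFP cell wells / Read-out basis: GFP/RFP fluorescence ratio / Schedule: overnight compound exposure at 37 °C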
MLLE-PAM2 inh = inhibitors of microRNA-mediated deadenylation, human PABP1 MLLE binding. P11940. GST-MLLE / FITC-PAM2 fluorescence polarization. inhibition, % at 20 µM. hit rate 0.36% among 360,000. AID 588489; in the data active = inhibition above about 35%, passing the limit was not always enough;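 note: plate controls were DMSO wells with GST-MLLE for no effect and wells lacking GST-MLLE protein for full effect; some results filed as inactive read as strong as hits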
Target sequence (P11940 whole entry, looked up): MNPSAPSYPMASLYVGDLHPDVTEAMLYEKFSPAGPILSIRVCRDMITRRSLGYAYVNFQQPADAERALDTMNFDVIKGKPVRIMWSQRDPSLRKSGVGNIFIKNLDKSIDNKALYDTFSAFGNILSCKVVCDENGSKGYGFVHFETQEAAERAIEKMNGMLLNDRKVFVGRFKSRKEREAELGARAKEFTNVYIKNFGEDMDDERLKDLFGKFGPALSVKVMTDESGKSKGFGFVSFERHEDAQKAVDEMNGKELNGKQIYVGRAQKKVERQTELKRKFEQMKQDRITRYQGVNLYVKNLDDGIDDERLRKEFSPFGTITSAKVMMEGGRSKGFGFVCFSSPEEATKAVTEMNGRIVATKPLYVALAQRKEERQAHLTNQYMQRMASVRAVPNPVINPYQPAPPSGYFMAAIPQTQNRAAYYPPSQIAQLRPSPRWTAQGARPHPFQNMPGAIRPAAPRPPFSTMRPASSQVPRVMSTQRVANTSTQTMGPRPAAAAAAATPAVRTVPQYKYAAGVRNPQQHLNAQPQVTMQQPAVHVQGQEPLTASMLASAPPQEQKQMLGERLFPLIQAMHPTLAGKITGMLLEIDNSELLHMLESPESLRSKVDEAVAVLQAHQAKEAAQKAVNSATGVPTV
SKN-1 inh = inhibitors of C. elegans SKN-1 | C. elegans VP596 Pgst-4::GFP/RFP ratio, acrylamide-induced, 24 h | inhibition, % at 21.8 µM | hit rate 0.49% among 360,000;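 active = interference check ratio from 0.5 to 1.5 plus GFP to RFP signal ratio inhibition reaching or exceeding a fixed threshold, cut at about 30% in these data, passing the limit was not always enough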; note: some compounds called inactive have numbers as strong as hits
Rin1-Abl PPI inh = human Rin1-Abl interaction inhibition | P00519+Q13671 | TR-FRET Rin1/Abl binding, biochemical | inhibition, % at 7.35 µM | hit rate 0.4% among 360,000; in the data active = inhibition above about 5%, passing the limit was not always enough
Rpn11 block = inhibitors of human proteasome Rpn11 | AID 588493 | calls only at 20 µM | hit rate 0.59% among 360,000 | human 26S proteasome, Ub4-pepOG fluorescence polarization; 20S core pre-blocked with epoxomicin;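 active = inhibition at 20 µM, scaled to each plate's controls, above about 33%, limit read from the data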
CSN inh = inhibitors of human CSN-mediated cullin deneddylation. Q92905. Purified CSN, SCF-Nedd8-OG deneddylation, fluorescence polarization. inhibition, % at 12.5 µM. hit rate 0.38% among 360,000. AID 651999;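 active = pattern-corrected inhibition above about 35%, with an unprinted fluorescence ratio check between 0.5 and 1.5, limit read from the data, passing the limit was not always enough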;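 note: 0% = enzyme with substrate and 100% = substrate without enzyme; some results filed as inactive read as strong as hits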
Target sequence (Q92905 whole entry, looked up, one chain of several): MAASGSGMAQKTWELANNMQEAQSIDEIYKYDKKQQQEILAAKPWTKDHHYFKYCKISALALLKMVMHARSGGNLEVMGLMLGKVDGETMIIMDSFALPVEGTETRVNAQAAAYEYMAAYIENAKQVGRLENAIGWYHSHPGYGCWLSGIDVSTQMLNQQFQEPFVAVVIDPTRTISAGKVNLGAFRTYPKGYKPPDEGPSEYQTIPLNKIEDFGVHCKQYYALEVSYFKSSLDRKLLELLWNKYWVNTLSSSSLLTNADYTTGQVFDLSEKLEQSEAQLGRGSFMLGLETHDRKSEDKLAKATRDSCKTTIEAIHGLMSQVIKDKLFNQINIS
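Test system: purified human Csn5 enzyme expressed in HEK293T cells. Amount: 0.24 nM enzyme. Reagent: SCFSkp2-Nedd8OG substrate at 10 nM final. Schedule: 90 min incubation of compound, enzyme and substrate at room temperature. Detection: fluorescence polarization. Read-out: % inhibition of substrate cleavage by Csn5.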
FAS TE block = FAS thioesterase (human) inhibition. inhibition, % at 15 µM. hit rate 0.67% among 360,000. P49327. recombinant FAS-TE, OMFH fluorogenic substrate, fluorescence endpoint;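 active = compounds whose normalised, plate-corrected inhibition of enzyme fluorescence in the single-dose primary screen is 50% or more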;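 note: 0% = DMSO with enzyme and 100% = substrate without enzyme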
* hit, by the source's call; i = inactive; . = no result given; & = joins results of further samples.

no.	Molecule	Neddylation inh	NadD inh	MT1-MMP act inh	MLLE-PAM2 inh	SKN-1 inh	Rin1-Abl PPI inh	Rpn11 block	CSN inh	FAS TE block
1	COc1ccc(Cn2cc(C(=O)c3ccccc3)c(=O)c3cc(OC)ccc32)cc1	i	5	-1	-10	2	-2	i	2	0
2	COc1ccc(Cl)cc1S(=O)(=O)N1CCCC(C(=O)N2CCCC2)C1 (stereo not drawn)	i	-3	3	-10	-4	0	i	0	-5
3	N#C/C(=C\c1cn(CCOc2ccccc2)c2ccccc12)C(=O)NCc1cccs1	.	-7	-10	6	10	-2	i	-8	23
4	NC(=O)c1cc([N+](=O)[O-])ccc1NCCN1C(=O)c2ccc(C(=O)O)cc2C1=O	i	5	.	13	5	3	i	4	5
5	OC(c1ccc(F)cc1)c1ncc(-c2cccc(C(F)(F)F)c2)[nH]1 (stereo not drawn)	i	0	4	0	0	-1	i	0	1
6	COc1cccc(NC(=O)NC2CC(=O)N(c3ccc4c(c3)OCCO4)C2)c1 (stereo not drawn)	i	-6	2	-8	-1	3	i	-4	-2
7	Cc1ccccc1N1CC(C(=O)Nc2ccc3c(c2)OCO3)CC1=O (stereo not drawn)	i	5	0	-3	5	2	i	3	-5
8	COc1cccc(/C=C/C(=O)OCC(=O)c2c[nH]c3ccccc23)c1OC	i	6	0	-10	3	-3	i	-2	-4
9	Cc1ccc(C)c(N2CCN(C(c3ccncc3)c3nnnn3Cc3ccccc3)CC2)c1 (stereo not drawn)	i	-4	3	18	0	2	i	2	4
10	COc1ccc(N(C)S(=O)(=O)c2cccc(C(=O)Nc3cccc(C(=O)NC4CC4)c3)c2)cc1	i	3	4	0	22	3	i	4	10
11	CCOC(=O)c1c(CC(C)C)csc1NC(C)=O	i	-2	-2	-2	5	1	i	0	8
12	O=c1[nH][nH]c(-c2ccccc2)c1C=Nc1ccc(C(F)(F)F)cc1	i	1	4	4	11	-3	i	-2	-1
13	O=C(CCCSc1nc2ccccc2[nH]1)NC1CCCCC1	i	2	2	-10	-5	2	i	-3	-5
14	CCCCC(=NCCc1c(C)[nH]c2ccccc12)C1=C(O)CC(c2ccccc2)CC1=O (stereo not drawn)	i	-1	-19	11	-11	-1	i	0	29
15	CC1(C)CC(=O)C(CC2=C(N)CC(C)(C)CC2=O)=C(N)C1	i	2	3	-1	15	4	i	2	-12
16	COc1ccc(C(=O)OC(C)C(=O)Nc2cc(C(F)(F)F)ccc2Cl)c(OC)c1OC (stereo not drawn)	i	-6	-3	-6	2	-1	i	-16	26
17	C=C(C)[C@H]1CC=C(C)C(=O)C1	i	-1	4	2	1	1	i	2	-5
18	Fc1ccccc1CSc1nnc(-c2ccccc2)o1	i	-6	-2	4	-8	-3	i	3	12
19	CNC(=O)c1nn(-c2ccc(Cl)cc2)ccc1=O	i	-1	-1	0	8	-1	i	-10	-8
20	C/C(N)=C(/C#N)C(=O)COC(=O)CNC(=O)c1ccc(Cl)cc1Cl	i	-3	3	-25	-7	0	i	1	2
21	CC(=O)c1ccc(NC(=O)CN2CCC(C(=O)c3ccc(F)cc3)CC2)cc1	i	1	-3	-2	17	0	i	0	4
22	COc1ccc(-c2noc(N3CCC(C(=O)Nc4ccccc4OC)CC3)n2)cc1	i	-10	-1	9	5	-3	i	-1	14
23	COc1cc(NC(=O)c2ccc(N)nc2)cc(C(=O)Nc2cccc(C(F)(F)F)c2)c1	i	-2&11	12&10	-3&-14	19&4	-1&4	i	0&-3	18&12
24	O=C(Nn1cnnc1)C(c1ccccc1)c1ccccc1	i	-4	5	2	13	-2	i	-5	-3
25	O=C(CCCl)N(Cc1nc2ccccc2c(=O)[nH]1)Cc1cccs1	i	-1	-1	12	-4	-2	i	-2	-2

Reprinted at random: three records from the list, in no set order.
no.	Molecule	Neddylation inh	NadD inh	MT1-MMP act inh	MLLE-PAM2 inh	SKN-1 inh	Rin1-Abl PPI inh	Rpn11 block	CSN inh	FAS TE block
23	COc1cc(NC(=O)c2ccc(N)nc2)cc(C(=O)Nc2cccc(C(F)(F)F)c2)c1	i	-2&11	12&10	-3&-14	19&4	-1&4	i	0&-3	18&12
25	O=C(CCCl)N(Cc1nc2ccccc2c(=O)[nH]1)Cc1cccs1	i	-1	-1	12	-4	-2	i	-2	-2
5	OC(c1ccc(F)cc1)c1ncc(-c2cccc(C(F)(F)F)c2)[nH]1 (stereo not drawn)	i	0	4	0	0	-1	i	0	1

More compounds:
no.	Molecule	Neddylation inh	NadD inh	MT1-MMP act inh	MLLE-PAM2 inh	SKN-1 inh	Rin1-Abl PPI inh	Rpn11 block	CSN inh	FAS TE block
26	Cc1cc(C)c2c(c1)/C(=c1/sc3n(c1=O)CN(c1ccccc1)CN=3)C(=O)N2	i	-1	7	-9	-4	0	i	-9	-3
27	Cn1c(Cc2ccccc2)nnc1SCC(=O)c1cccs1	i	2	2	1	4	-2	i	5	-7
28	O=C(Cn1cncn1)N/N=C/c1ccncc1	i	-2	6	-3	-7	-1	i	3	-3
29	COc1ccc2cc(C3(C)NC(=O)N(CC(=O)Nc4c(C)n(C)n(-c5ccccc5)c4=O)C3=O)ccc2c1 (stereo not drawn)	i	0	4	-13	1	-2	i	2	-10
30	CCc1cccc(C)c1NC(=O)CN1C(=O)NC(Cc2ccccc2)C1=O (stereo not drawn)	i	-2	-1	-6	-1	-3	i	4	0
31	CCn1c(/C=C/Nc2ccccc2)[n+](CC)c2ccc(Cl)cc21	i	-2	-1	-123	-11	-4	i	3	-18
32	CCC1Oc2ccccc2N(CC(=O)NCCCN2CCC(C)CC2)C1=O (stereo not drawn)	i	-2	-2	-2	10	1	i	-2	-10
33	CC1Cc2ccccc2N1C(=O)CSc1nnc(Cc2ccccc2)n1CCc1ccccc1 (stereo not drawn)	i	7	-5	2	-3	-1	i	3	18
34	CCn1cc(C(=O)NCCCN2CCCCCC2)c(=O)c2cc(S(=O)(=O)N3CCc4ccccc4C3)ccc21	i	26*	-7	-12	-3	4	i	4	-7
35	CCNC(=O)C12CCC(C)(C(=O)C1Br)C2(C)C (stereo not drawn)	i	0	1	-2	-10	3	i	0	-11
36	CCc1nnc(NC(=O)c2ncc(Cl)c(Cl)c2Cl)s1	i	-4	1	-10	9	1	i	0	-4
37	CCCOc1ccc(/C(O)=C2/C(=O)C(=O)N(CCCn3ccnc3)C2c2ccco2)cc1 (stereo not drawn)	i	9	0	20	-4	-1	i	2	-4
38	CCCC(=O)NC(C)c1nc2ccccc2n1C (stereo not drawn)	i	-3	-1	15	-4	-2	i	2	-6
39	NC(=O)C1(N2CCCCC2)CCN(Cc2ccc(F)cc2)CC1	i	-4	5	-2	1	5	i	0	-6
40	Cc1ccc(F)cc1NC(=O)c1c(-c2ccccc2)noc1C	i	-6	0	-16	11	3	i	-4	4
41	CCn1c(=N)c(C(=O)NC)cc2c(=O)n3cccc(C)c3nc21	i	-5	0	13	-8	-5	i	-3	-12
42	Cc1cc(NS(=O)(=O)c2ccc(NC(=O)C(C)Oc3cc(C)c(Cl)c(C)c3)cc2)no1 (stereo not drawn)	i	6	13	11	16	-2	i	-5	1
43	CCOC(=O)Cc1csc(NC(=S)NC(=O)c2ccc([N+](=O)[O-])cc2)n1	i	-1	0	25	-6	0	i	-1	12
44	C#CCn1c(=NC(=O)c2ccc(Cl)s2)sc2cccc(OC)c21	i	1	-1	3	5	-5	i	14	7
45	Cc1cc(C)cc(OCC(=O)N2N=C(C(F)(F)F)CC2(O)C(C)(C)C)c1 (stereo not drawn)	i	-5	0	-109	-13	-1	i	-5	11
46	OC(COc1ccc(CNCc2cccnc2)cc1)CN1CCc2ccccc2C1 (stereo not drawn)	i	0	2	7	8	-3	i	1	-10
47	CCOc1ccc(N2CC(C(=O)Nc3ccc4c(c3)OCO4)CC2=O)cc1 (stereo not drawn)	i	-5	1	8	-3	0	i	-10	-12
48	CCCS(=O)(=O)N1CCn2c(nc3ccccc32)C1	i	4	5	-7	-15	-1	i	3	-7
49	NC(=O)CC1C(=O)N(c2ccccc2)C(=S)N1NC(=O)c1ccc(Br)cc1 (stereo not drawn)	i	-1	5	-10	-18	-1	i	3	-1
50	CN1C(=O)NC(c2ccccc2[N+](=O)[O-])C2=C1CCCC2=O (stereo not drawn)	i	-2	-4	146	71	-7	i	-71	-20
51	CCCCNC(=O)N(O)C1N(/N=C/c2ccccc2O)C(=S)SC1(C)C (stereo not drawn)	i	-3	-3	10	-1	0	i	-3	2
52	CCCCOC(=O)Nc1cc(OC)c(Cl)cc1OC	i	-8	4	-1	12	-2	i	-2	14
53	CCCc1[nH][nH]c(=O)c1C(c1ccccc1)C(C#N)C#N (stereo not drawn)	i	2	5	19	12	0	i	-1	1
54	CCOC(=O)C1CCN(Cc2c(F)cccc2Cl)CC1	i	9	2	-10	0	0	i	0	-5
55	C=CCn1c(C)cc(/C([O-])=C(/C(=S)Nc2ccc(OC(F)F)cc2)[n+]2ccc(N(C)C)cc2)c1C	i	9	-1	21	0	0	i	2	-2
56	Cn1c(-c2ccc3c(c2)OCO3)cnc1NCc1ccccc1Cl	i	-11	-2	-18	4	3	i	5	-6
57	CC(=O)Nc1ccccc1OCc1nnc(-c2ccc(Cl)cc2)o1	i	-4	2	-3	2	-1	i	-5	5
58	COC(=O)C1=C(C)N=C2SCCC(=O)N2C1c1cccs1 (stereo not drawn)	i	-2	3	-54	6	-2	i	-1	-5
59	Cc1ccc(CNC(=O)Nc2cccc(C)c2)cc1	i	-1	-1	-6	16	4	i	0	-4
60	COc1cccc(NC(=O)CSc2nnc(-c3cc(C)[nH]n3)n2N)c1	i	4	1	2	10	-1	i	1	-2
61	CC(C)(C)OC(=O)C[C@@H]1C/C=C\C[C@H](CC(=O)N[C@@H](CO)Cc2ccccc2)C(=O)N[C@H](Cc2ccccc2)COC1=O	i	-3	0	5	0	3	i	-2	-3
62	CC(Sc1ccc(Cl)cc1)C(=O)N(C)CC(=O)Nc1ccc(N2CCOCC2)cc1 (stereo not drawn)	i	-1	1	8	-2	0	i	5	-4
63	COc1ccc2c(CC(=O)Nc3c(C)n(C)n(-c4ccccc4)c3=O)coc2c1	i	1	6	-8	3	-5	i	3	-5
64	COc1ccc(OCC(=O)Nc2ccc(NC(=O)c3ccco3)cc2)cc1	i	-4	-4	-5	13	3	i	6	-3
65	Cc1ccc(C(=O)C(C)OC(=O)Cn2[nH]c(=O)c3ccccc3c2=O)cc1 (stereo not drawn)	i	-1	-2	-6	-16	2	i	2	-6
66	CCOc1ccc(C(=O)NC(=S)Nc2ccccc2OC)cc1[N+](=O)[O-]	i	-8	1	28	1	-1	i	-14	-4
67	COc1cc2c(cc1NC(=O)Nc1ccc(C)cc1)oc1ccccc12	i	6	0	3	8	-1	i	5	29
68	CCCCOc1ccc(S(=O)(=O)Nc2cccnc2)cc1	i	3	8	3	4	-1	i	-2	-7
69	CCNC(=O)c1cc2c(c(-c3cccc(-c4cccc(C(=O)N(C)C)c4)c3)n1)[C@H](CCO)N(S(=O)C(C)(C)C)C2 (stereo partly drawn)	i	2	0	-34	6	-1	i	5	-11
70	OCc1ccccc1OCCCN1CCC(Cc2ccccc2)CC1	i	-12	0	11	12	2	i	1	1
71	COc1cc(N=C2C(=O)N3c4c(cccc42)C(C)=CC3(C)C)cc(OC)c1	i	1	-2	16	6	-7	i	-5	-1
72	Fc1ccc(C2NCCn3cccc32)cc1 (stereo not drawn)	i	-6	-2	-3	-8	-3	i	-6	-7

This is a random part of the collection; any-hit rate near 3.9%.
